Assay outcomes: PubChem BioAssay, National Center for Advancing Translational Sciences (NCATS)
HepG2 tox: kills HepG2 cells in TGF-b inhibitor counter-screen | HepG2 CAGA-GFP viability, ATP luminescence, 18 h | Potency, µM (top dose mostly 46.1 µM), for the others: at the highest dose activity change, negative = cytotoxicity, actives largely listed as cytotoxic | 410,000 tested, 0.76% active; also: some results filed as inactive show a strong effect at the top dose
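CellTiter-Glo luminescence gave cytotoxicity after 18 hours at 37 degrees C. The cells were HepG2 CAGA-GFP in 1% FBS DMEM, stimulated with 500 pg/mL TGF-beta after compound addition. %Activity was normalised to no-cell wells (complete cell-killing) and DMSO (no toxicity), and curves were fitted and classified.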
ATXN2 expr inh: inhibitors of ATXN2 expression; HEK-293 ATXN2-luciferase reporter, luminescence, 24 h; Potency, µM (highest dose often 57 µM), for the others: top-dose activity change, negative = inhibition, actives largely listed as inhibitors; 360,000 tested, 0.72% active; AID 1745845; also: % is scaled to controls: 0 for no effect and ±100 for the full control effect; nearly all actives have a fitted effect of over 55% in size
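qHTS (up to 57 uM final) was run with 24 h compound exposure of reporter cells at 37 °C. Each well was multiplexed: SteadyGlo luminescence measured ATXN2-luciferase expression after a fluorogenic Gly-Phe-AFC viability readout (25 uM final).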
MCF10A rereplic: inducers of DNA re-replication in MCF 10A breast cells; 350,000 tested, 2.9% active; Potency, µM (top dose mostly 46.1 µM), for inactives: at the top dose activity, positive = re-replication, hits mostly activators; MCF 10A DNA re-replication, Hoechst nuclear intensity, 48 h; also: % of control where 0% means no effect; nearly all actives have a fitted effect of over 50% in size
EPAC2 antagonist: EPAC2 (human) antagonism; Q8WZA2; EPAC2 GEF exchange of Rap1B-BODIPY-GDP, fluorescence; Potency, µM (highest dose often 114 µM), for inactives: at the top dose activity, negative = inhibition, usual class: inhibitors; 360,000 tested, 0.18% active; also: % is scaled to controls: 0 for no effect and ±100 for the full control effect; nearly all actives have a fitted effect of over 45% in size; many of its hits are not listed in these tables
Target sequence (Q8WZA2 whole entry, looked up): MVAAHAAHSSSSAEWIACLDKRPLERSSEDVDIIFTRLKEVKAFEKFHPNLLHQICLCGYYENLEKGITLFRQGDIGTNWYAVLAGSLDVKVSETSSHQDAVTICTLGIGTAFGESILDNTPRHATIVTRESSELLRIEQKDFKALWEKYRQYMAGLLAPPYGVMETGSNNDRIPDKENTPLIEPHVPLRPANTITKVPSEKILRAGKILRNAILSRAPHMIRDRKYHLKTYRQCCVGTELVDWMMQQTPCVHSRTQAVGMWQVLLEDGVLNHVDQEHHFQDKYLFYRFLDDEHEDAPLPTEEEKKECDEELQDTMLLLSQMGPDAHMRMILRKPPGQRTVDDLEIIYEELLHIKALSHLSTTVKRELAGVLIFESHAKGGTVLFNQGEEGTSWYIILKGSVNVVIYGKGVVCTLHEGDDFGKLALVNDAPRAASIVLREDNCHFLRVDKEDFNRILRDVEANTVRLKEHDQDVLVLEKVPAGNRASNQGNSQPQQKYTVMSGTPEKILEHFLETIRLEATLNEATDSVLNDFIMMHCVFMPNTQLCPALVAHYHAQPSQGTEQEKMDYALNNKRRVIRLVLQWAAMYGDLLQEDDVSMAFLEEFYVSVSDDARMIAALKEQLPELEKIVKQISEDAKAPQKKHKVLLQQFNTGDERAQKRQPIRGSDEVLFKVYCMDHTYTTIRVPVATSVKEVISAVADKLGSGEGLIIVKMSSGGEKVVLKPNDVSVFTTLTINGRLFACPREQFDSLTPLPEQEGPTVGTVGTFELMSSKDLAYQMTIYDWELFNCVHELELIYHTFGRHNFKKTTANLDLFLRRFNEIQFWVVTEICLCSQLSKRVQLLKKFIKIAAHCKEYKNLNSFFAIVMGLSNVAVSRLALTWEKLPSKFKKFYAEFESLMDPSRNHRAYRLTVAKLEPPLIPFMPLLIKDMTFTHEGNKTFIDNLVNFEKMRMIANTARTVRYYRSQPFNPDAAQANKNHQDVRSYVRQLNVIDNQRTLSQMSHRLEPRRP
ATXN viability: viability counter-screen for ATXN expression inhibitors; S2 cells (HEK-293 line with an ATXN2-luciferase reporter) viability, CellTiter-Fluor protease fluorescence, 24 h; 400,000 tested, 0.49% active; Potency, µM (doses to about 56.7 µM), hits mostly cytotoxic; also: nearly all actives have a fitted effect of over 40% in size
A549 tox: A549 cytotoxicity, counter-screen for Nrf2 inhibitors. Potency, µM (titrated, usually from 46 µM), for inactives: at the highest dose activity change, negative = cytotoxicity, hits mostly inhibitors. AID 504648. A549 ARE-Fluc cells, CellTiter-Fluor viability, 18-24 h. 390,000 tested, 0.16% active; also: % is scaled to controls: 0 for no effect and ±100 for the full control effect
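A549 ARE_Fluc cells in 5% FBS OPTI-MEM were exposed to compounds in concentration-response for 18-24 h at 37 deg C. Viability was read by CellTiter-Fluor fluorescence (Ex 405/Em 525) after 30 min, before the luciferase read.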
Nrf2 inh: blocks Nrf2 signaling | A549 ARE-Fluc reporter, luciferase luminescence, 18-24 h | Potency, µM (highest dose often 46 µM), for inactives: at the top dose activity change, negative = inhibition, hits mostly inhibitors | 360,000 tested, 2.1% active; also: % is scaled to controls: 0 for no effect and ±100 for the full control effect; nearly all actives have a fitted effect of over 60% in size
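Reporter: ARE-Fluc in A549. Exposure: 18-24 h, 37 °C, 5% CO2, 5% FBS OPTI-MEM. Readouts: fluorescent cytotoxicity (CellTiter-Fluor), then luminescent Nrf2 signal after BugLite.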
TGFb inhibitor: blocks TGF-b signaling; HepG2 CAGA-GFP TGF-b/SMAD3 reporter, GFP fluorescence, 18 h; TGF-beta stimulated, 500 pg/mL final; Potency, µM (top dose mostly 46.1 µM), without a hit: top-dose activity, negative = inhibition, usual class: inhibitors; 410,000 tested, 1.2% active; AID 588855; also: % is scaled to controls: 0 for no effect and ±100 for the full control effect; nearly all actives have a fitted effect of over 65% in size
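Using HEPG2 CAGA-GFP reporter cells at 1000 cells/well, we pinned test compounds, stimulated with recombinant TGF-beta (500 pg/mL final) and measured total well GFP after 18 h.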
Nrf2 activator: activators of Nrf2 (ARE) signaling. 410,000 tested, 0.31% active. AID 624171. Potency, µM (doses to about 46.1 µM), without a hit: top-dose activation, hits mostly activators. AREc32 ARE-luciferase reporter (MCF7-derived line), luminescence, 24 h; also: % of control where 0% means no effect; nearly all actives have a fitted effect of over 65% in size
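Quantitative high-throughput format: AREc32 reporter cells, 1000 per well, received compound by pin transfer and were incubated 24 hr at 37 deg C, 5% CO2, before Steady-Glo luminescence detection.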
* marks the source's active call; other numbers are inactive results; i = inactive; ? = inconclusive; / = no result given; [ ] = dose if it differs, or a comment. Calls follow the shape of the dose curve; as a rule, active = well fitted curve in the direction sought with a large enough effect; inconclusive = small, poorly fitted or top-dose-only effect, or another doubt; inactive = no such curve, though single readings can be large; an effect the other way counts as inactive or inconclusive. Potency is read from the fitted curve at half-maximal effect.

A first look, ten compounds:
Below each compound – HepG2 tox | ATXN2 expr inh | MCF10A rereplic | EPAC2 antagonist | ATXN viability | A549 tox | Nrf2 inh | TGFb inhibitor | Nrf2 activator
1) COc1ccc(C(=O)COC(=O)CCc2nc3ccccc3[nH]c2=O)cc1Br
 : -12% | -3% | 0% | 14% | i | 0% | ? | -11% | -0.7%
2) CCCN1C(=O)CSC1=Nc1ccccc1
 : 5% | / | -4% | -7%[57.1 µM] | i | 16% | 14% | -2% | 8.7%
3) O=C(Nc1ccc(-c2nnc(-c3ccccc3)o2)cc1)C(F)(F)F
 : -35% | 19% | 9% | -13% | i | -13% | ? | -8% | 1.9%
4) Cc1cc(NC(=O)CS(=O)(=O)c2cn(Cc3cccc(F)c3)c3ccccc23)no1
 : 0% | -13% | 15% | -5% | i | ? | 23µM* | -20% | 0.6%
5) CCC[C@H]1CN(c2ccccc2)C(=O)[C@@H]1CC(=O)NC
 : -9% | -10% | / | 6% | i | / | / | -3% | -0.7%
6) CCCn1cc(S(=O)(=O)c2ccc(CC)cc2)c(=O)c2cc(F)c(N(CC)CC)cc21
 : 1% | / | / | / | / | 0% | 26% | 17% | -0.5%
7) Cc1cc(C)nc(NS(=O)(=O)c2ccc(NC(=O)c3cc(=O)c4ccccc4o3)cc2)n1
 : 13% | 8% | 1% | 2% | i | -6% | -14% | 11% | 0.1%
8) CCC(SCC(=O)OC)C(=O)Nc1nnc(C(C)C)s1 (configuration not stated)
 : 0% | -12% | 1% | -3% | i | 0% | 0% | -14% | 0.3%
9) COc1ccc(NS(=O)(=O)c2cc(NC(=O)CC(C)(C)C)ccc2N2CCCC2)cc1
 : -25% | -27% | -4% | -8% | i | 3% | 17% | 8% | 0.4%
10) COc1cccc(Cc2nc3ccccc3nc2SCC(=O)N2CCCCC2C)c1 (configuration not stated)
 : -29% | ? | / | / | ? | -5% | / | 11µM* | 0.2%

This part in full, from the first entry:
Below each compound – HepG2 tox | ATXN2 expr inh | MCF10A rereplic | EPAC2 antagonist | ATXN viability | A549 tox | Nrf2 inh | TGFb inhibitor | Nrf2 activator
1) COc1ccc(C(=O)COC(=O)CCc2nc3ccccc3[nH]c2=O)cc1Br
 : -12% | -3% | 0% | 14% | i | 0% | ? | -11% | -0.7%
2) CCCN1C(=O)CSC1=Nc1ccccc1
 : 5% | / | -4% | -7%[57.1 µM] | i | 16% | 14% | -2% | 8.7%
3) O=C(Nc1ccc(-c2nnc(-c3ccccc3)o2)cc1)C(F)(F)F
 : -35% | 19% | 9% | -13% | i | -13% | ? | -8% | 1.9%
4) Cc1cc(NC(=O)CS(=O)(=O)c2cn(Cc3cccc(F)c3)c3ccccc23)no1
 : 0% | -13% | 15% | -5% | i | ? | 23µM* | -20% | 0.6%
5) CCC[C@H]1CN(c2ccccc2)C(=O)[C@@H]1CC(=O)NC
 : -9% | -10% | / | 6% | i | / | / | -3% | -0.7%
6) CCCn1cc(S(=O)(=O)c2ccc(CC)cc2)c(=O)c2cc(F)c(N(CC)CC)cc21
 : 1% | / | / | / | / | 0% | 26% | 17% | -0.5%
7) Cc1cc(C)nc(NS(=O)(=O)c2ccc(NC(=O)c3cc(=O)c4ccccc4o3)cc2)n1
 : 13% | 8% | 1% | 2% | i | -6% | -14% | 11% | 0.1%
8) CCC(SCC(=O)OC)C(=O)Nc1nnc(C(C)C)s1 (configuration not stated)
 : 0% | -12% | 1% | -3% | i | 0% | 0% | -14% | 0.3%
9) COc1ccc(NS(=O)(=O)c2cc(NC(=O)CC(C)(C)C)ccc2N2CCCC2)cc1
 : -25% | -27% | -4% | -8% | i | 3% | 17% | 8% | 0.4%
10) COc1cccc(Cc2nc3ccccc3nc2SCC(=O)N2CCCCC2C)c1 (configuration not stated)
 : -29% | ? | / | / | ? | -5% | / | 11µM* | 0.2%
11) Nc1cc(=O)[nH]c(SCC(=O)Nc2cccc(Cl)c2)n1
 : -5% | / | 0% | 14% | / | -1% | -9% | -2% | -0.4%
12) O=C(CCN1C(=O)/C(=C/c2ccccc2)SC1=S)NCCCN1CCOCC1
 : -17% | 23% | 17% | 9% | ? | ? | ? | -17% | ?
13) N#C/C(=N\Nc1ccc(Cl)cc1)C(=O)c1ccccc1
 : -36% | ? | 23µM* | -27% | ? | 16µM* | 15µM* | ? | 11%
14) COC(=O)c1cc(S(=O)(=O)N2CCN(c3cccc(C)c3C)CC2)c[nH]1
 : -35% | -32% | 15% | ? | ? | -20% | ? | ? | 0.2%
15) CN(C)CCNC(=O)CN1C(=O)CCn2nc(-c3cn(C)c4ccccc34)cc21
 : 11% | -12% | / | / | i | 14% | / | 0% | 0.5%
16) CCC(=O)Nc1cc(C)c(NC(=O)CCc2ccccc2)cn1
 : -15% | 3% | -34%[inhibitor] | -1% | i | -2% | -5% | 0% | 0.1%
17) Cc1ccc(NC(=S)NNc2ncc(C(F)(F)F)cc2Cl)c(C)c1
 : -32% | -31% | 3% | -2% | i | -12% | ? | ? | -0.6%
18) Cn1ccsc1=NC(=O)c1ccc(CS(C)(=O)=O)cc1
 : -1% | 14% | 9% | 6% | i | 5% | ? | -1% | -0.7%
19) Oc1ccccc1CNc1nc2ccccc2n1CCN1CCCCC1
 : -34% | 1% | 11% | -21% | i | -12% | 1% | -10% | 0.1%
20) COc1ccc(C)cc1S(=O)(=O)NCC(c1ccco1)N1CCc2ccccc2C1 (configuration not stated)
 : -19% | 7% | 12% | 0% | i | -3% | -2% | -17% | 0.4%

Below each compound – HepG2 tox | ATXN2 expr inh | MCF10A rereplic | EPAC2 antagonist | ATXN viability | A549 tox | Nrf2 inh | TGFb inhibitor | Nrf2 activator
21) O=C(NCCNC(=O)c1ccco1)c1ccco1
 : 5% | -22% | -2% | 1% | i | -6% | 7% | 4% | 0.3%
22) FC(F)(F)c1cccc(NC(=S)Nc2cccc(NC(=S)Nc3cccc(C(F)(F)F)c3)n2)c1
 : -26% | ? | ? | -17% | i | 1% | -9% | ? | 15%
23) Cc1cc(N2CCCCCC2)nc2ccc(F)cc12
 : -3% | 6% | 0% | -3% | i | 0% | 7% | -12% | 0.0%
24) COc1ccc(C)cc1-n1[nH]nnc1=S
 : 3% | 9% | -2% | 14% | i | -4% | 4% | 5% | -0.8%
25) CC(=O)c1ccc(S(=O)(=O)N2CCCC(N(C)CCc3ccccn3)C2)cc1 (configuration not stated)
 : -8% | / | 1% | 1% | i | 3% | ? | -14% | 0.2%
26) CCC1(C)Cc2c(sc3nnn(CC(=O)Nc4ccccc4C)c(=O)c23)CO1 (configuration not stated)
 : 0% | -16% | -1% | 3% | i | 0% | -9% | ? | -0.4%
27) CCCN(CC(=O)Nc1ccccc1OC)C(=O)CN1C(=O)NC2(CCCCC2)C1=O
 : -29% | 7% | 10% | -23% | i | 5% | -7% | -14% | 0.5%
28) COc1ccc(Cl)cc1N1C(=NC(=O)C2CCCCC2)SC2CS(=O)(=O)CC21 (configuration not stated)
 : -12% | 5% | 10% | -9% | i | -1% | 0% | -6% | -0.3%
29) CC(C)Oc1ccc(N2CC(C(=O)Nc3ccc4c(c3)OCO4)CC2=O)cc1 (configuration not stated)
 : -23% | 0% | 7% | -7% | i | 1% | 8% | 9% | 0.2%
30) Cc1c(OCC(=O)NC(Cc2ccc(Cl)cc2)C(=O)O)ccc2c(-c3ccccc3)cc(=O)oc12 (configuration not stated)
 : 4% | 4% | -8% | -12% | i | -3% | 6% | 6% | -0.9%
31) O=C(N/N=C/c1ccncc1)c1ccncc1
 : -14% | -7% | -18% | 5% | i | -1% | -3% | -3% | 0.6%
32) O=C(Nc1ccc(Cl)cc1)C1C2C=CC3(O2)C1C(=O)N(CCCN1CCCCC1)C3C(=O)NC1CCCCC1 (configuration not stated)
 : -6% | -10% | -7% | 10% | i | -10% | 9% | 10% | 2.3%
33) Cc1nn(-c2ccccc2)c(C)c1/C=N/NC(=O)c1ccc(F)cc1
 : -9% | / | -1% | 2% | i | -2% | -8% | -28% | 4.3%
34) O=C(CSCc1nc2ccccc2[nH]1)N1CCN(c2cccc(Cl)c2)CC1
 : -27% | -8% | 1% | -1% | i | 1% | -30% | ? | 2.9%
35) O=C1CC(N2CCSCC2)C(=O)N1c1ccc(Br)cc1 (configuration not stated)
 : -2% | / | 0% | 0% | i | -5% | -20% | -4% | 0.5%
36) C[C@H]1COC[C@@H](C/C=C/c2ccccc2)N1c1ccccc1
 : -3% | -2% | / | -14% | i | / | / | 11% | -0.4%
37) COC(=O)CCCC1=CC2=CC(=O)C(C)(OC(=O)c3cccs3)C(=O)C2=CN1CC(C)C (configuration not stated)
 : 0% | 1% | -1% | 12% | i | -7% | 6% | -8% | -0.6%
38) O=C(c1cn(CC2CCCCC2)nn1)N1CCN(c2ccc(F)cc2)CC1
 : -11% | 4% | -10% | -6% | i | -14% | ? | -12% | 0.4%
39) N#Cc1nc(-c2ccco2)oc1NCc1ccco1
 : -8% | 3% | 14% | 6% | i | 24% | ? | -9% | 19%
40) Cc1ccc(S(=O)(=O)N2CCN(S(=O)(=O)N(C)C)CC2)cc1
 : -22% | 1% | -8% | 4% | i | 8% | -7% | ? | -0.4%

Below each compound – HepG2 tox | ATXN2 expr inh | MCF10A rereplic | EPAC2 antagonist | ATXN viability | A549 tox | Nrf2 inh | TGFb inhibitor | Nrf2 activator
41) O=C(Nc1cccc(C(F)(F)F)c1)c1cc2nc(-c3ccccc3)cc(C(F)(F)F)n2n1
 : -19% | / | / | / | / | 4% | -11% | -2% | 22%
42) Cc1cc(CNC(=O)C2CCC(=O)N(CCc3cccc(F)c3)C2)nn1C (configuration not stated)
 : -15% | -5% | 2% | 5% | i | -3% | 7% | 0% | 0.1%
43) Cc1cccc(N2CCN(C(=O)c3ccc4c(c3)c(C)c(C)n4C)CC2)c1C
 : 19% | / | / | / | / | 5% | ? | 0% | -0.1%
44) N=c1c(C(=O)NCc2ccccc2)cc2c(=O)n3ccccc3nc2n1CCCN1CCOCC1
 : -53% | -19% | 3.7µM* | 3% | i | -3% | 10% | 0% | 2.8%

An excerpt; count on the stated rates, not on these rows.
